High-throughput results (PubChem BioAssay)
Cav32 inh – inhibitors of human Cav3.2 T-type calcium channel | B-score at 10 µM | Cav3.2-expressing cells, Fluo-4 calcium fluorescence FDSS; hits give low values | actives 4% (n = 100,000) | O95180 | AID 449739;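 active = single-dose well whose peak fluorescence ratio is a statistical outlier from its plate by either plate-standardised score or position-corrected B-score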
Starred values were filed as active, the others as inactive. Some of the compounds tested; the hit share may differ from the screen's.

Cav32 inh,SMILES
0.567,CC1CCC2(CC1)NC(=O)N(CC(=O)c1ccc[nH]1)C2=O (stereo not given)
-1.9,CCOC(=O)c1cc2c(ccn2C)n1Cc1cc(C)ccc1C
0.204,CCOc1ccccc1NC(=O)C1=C(C)NC(=O)NC1c1cccc(OC)c1OC (stereo not given)
-1.42,Cc1ccc2cc(C)c(SCC#N)nc2c1
0.623,CCC(C)c1ccc(OCC(=O)Nc2ccc(Cl)cn2)cc1 (stereo not given)
-1.48,CCCN1C(=O)/C(=C/c2c(NCCCOC(C)C)nc3c(C)cccn3c2=O)SC1=S
0.032,Cc1cc(C)c(NC(=O)C2CSCCS2)c(C)c1 (stereo not given)
-1.98,O=C(CCN1CCc2ccccc21)c1ccc2c(c1)OCCO2
-0.254,COc1ccc(OC)c(-n2cnc3cc(C(=O)NCCCN4CCOCC4)ccc32)c1
0.116,Cc1ccc(O)c(NC(=O)c2cc3nc4c(c(C(F)(F)F)n3n2)CCc2ccccc2-4)c1
0.626,O=C(CNS(=O)(=O)c1cccc2nsnc12)NC1CCCCC1
-0.751,CCCCOc1ccc(-c2nnn(CC(=O)NCCc3c[nH]c4ccccc34)n2)cc1
-0.0554,Cc1cc2c(c(=O)n1CCN(C)C)C(c1ccc(Br)cc1)C(C#N)=C(N)O2 (stereo not given)
-2.31,O=C(CCCOc1ccccc1)N1CCCc2ccccc21
0.0692,CN1CC2(C(=O)c3ccccc3)CN(C)CC(C(=O)c3ccccc3)(C1)C2
0.434,O=C(COc1ccccc1)NC(NC(=S)Nc1ccccc1C(=O)O)C(Cl)(Cl)Cl (stereo not given)
0.386,CCCn1c(CCC(=O)O)ccc1-c1cccs1
-0.0707,O=C(Nc1ccc2c(c1)Cc1ccccc1-2)c1ccc(Br)o1
0.26,O=C(O)c1ccc(COc2ccc3ccccc3c2/C=C2/NC(=O)N(c3ccccc3)C2=O)cc1
-1.08,COC(=O)C(NC(=O)c1ccco1)(Nc1nc(C2CC2)cs1)C(F)(F)F (stereo not given)
0.92,O=C(/C(=C/c1ccc(Cl)cc1)c1nc2ccccc2[nH]1)c1ccccc1
0.0651,CCc1ccccc1NC(=O)c1cccc(N2C(=O)C3C4CCC(C4)C3C2=O)c1 (stereo not given)
-1.57,O=C(COc1ccccc1Cl)Nc1cc(Cl)ccc1Oc1ccccc1
-0.876,O=C(NCc1ccccc1)N1CCN(c2ccccc2F)CC1
-3.09,CCN(CCNC(=O)C1CCN(S(=O)(=O)c2cccc3cccnc23)CC1)c1ccccc1
-0.666,N#CCN1C(=S)N=C(Nc2cccc(Cl)c2)C12CCCCC2
0.484,CC1CCCCN1CCn1c(=S)[nH]c2ncccc2c1=O (stereo not given)
2.78,CCC1C(C#N)=C(SC)NC2=C1C(=O)CC(C)(C)C2 (stereo not given)
1.29,O=C(c1cccc(S(=O)(=O)N2CCCCC2)c1)N1CCOCC1
0.608,CCn1c(SCC(=O)N2CCCCC2)nnc1-c1ccc(S(=O)(=O)N2CCN(C)CC2)cc1
-0.113,COc1ccc(N2C3=[N+](CCCC3)CC2(C)O)cc1 (stereo not given)
1.72,COC(=O)C1=C(N)Oc2cc(C)n(Cc3cccnc3)c(=O)c2C1c1cccc(OC)c1OC (stereo not given)
-5.38*,CCOC(=O)C1Cn2c(nc3c(c2=O)C2(CCCC2)Cc2ccccc2-3)S1 (stereo not given)
-0.366,COc1ccccc1Nc1nc(NCCCCO)nc(N2CCCC2)n1
0.591,Cc1ccc(C2=N/C(=C\N3CCCCC3)C(=O)O2)cc1
-0.136,COc1ccc(N(C(=O)COc2ccccc2)C2C=CS(=O)(=O)C2)cc1 (stereo not given)
1.05,CC(=O)NC(C)c1ccc(Cl)c(Cl)c1 (stereo not given)
-0.84,O=C1C=C(c2cc3ccccc3s2)CCC1
0.825,COc1cc2ccccc2cc1C(=O)OCC(=O)N1CCOCC1
-2.61,CC1(C)Cc2c(sc3nc(SCC(=O)NCc4ccco4)n(-c4ccccc4)c(=O)c23)CS1
0.547,CC(C)CCNC(=O)c1cc(-c2ccco2)nc2ccccc12
-2.31,O=C(Nc1ccc(OC(F)F)c(Cl)c1)c1cccc(OC(F)F)c1
0.501,CC(C(=O)NC1=NCCS1)(C(F)(F)F)C(F)(F)F
0.298,Cc1cccc(C)c1NC(=O)c1sccc1SCC#N
-0.358,COc1ccccc1CNS(=O)(=O)c1cc(C)ccc1OC
-1.25,Cc1c(C(=O)Nc2ccccn2)oc2ccccc12
-0.694,CC(C)NC(=O)COC(=O)c1ccc(Cl)c(S(=O)(=O)N2CCCC2)c1
-2.94,N#Cc1nc(-c2ccccc2)oc1N1CCCCC1
-0.355,CC(=O)c1cccc(NC(=O)N2CCC(c3nnc(SCC(N)=O)n3C)CC2)c1
0.218,COc1ccccc1C(=O)Nc1ccccc1N1CCN(S(C)(=O)=O)CC1

Next structures follow:
Cav32 inh,SMILES
-0.206,CC1=CCC(C(=O)O)(C(=O)N/N=C/c2cccs2)C(c2ccc(F)cc2)C1 (stereo not given)
-2.6,COc1ccc2cc(C)c3nnc(SCC(=O)Nc4nc(-c5ccccc5)cs4)n3c2c1
0.333,CCCCn1c(=O)[nH]c(=O)c2c1nc(COc1ccc(C#N)cc1)n2CCC
-0.18,N=C1C(c2nc3ccccc3c(=O)[nH]2)=C(O)CN1CCO
-3.78*,CCC(c1nnnn1C(C)(C)C)N1CCN(c2cc(Cl)ccc2C)CC1 (stereo not given)
-0.0283,Cn1c(-c2ccccc2Br)n[nH]c1=S
-0.072,Cc1ccc(S(=O)(=O)N/N=C\c2cc([N+](=O)[O-])ccc2Cl)cc1
-2.92,O=C(NCc1cccs1)C1CCC(CNS(=O)(=O)c2ccc(Br)s2)CC1 (stereo not given)
1.05,N#Cc1ccc(C(=O)Nc2ccc(S(=O)(=O)NC3=NCCCCC3)cc2)cc1
-0.0301,c1ccc2nc3c(nc2c1)c1ccccc1n3CCN1CCOCC1
1.38,CCN=C1SC(CC(=O)Nc2ccccc2OCC)C(=O)N1CC (stereo not given)
-1.2,CCOC(=O)c1cc(C)n(-c2ccc(OC)c(OC)c2)c1C
-0.0561,COC(=O)c1ccc(-c2ccco2)n1Cc1ccccc1Cl
0.529,Cc1cc2c(ncn2C)c(NS(=O)(=O)c2ccccc2Cl)c1C
-0.0216,COc1ccc(C(=O)Nc2cc(C(F)(F)F)ccc2Cl)cc1OC
-0.00265,N#Cc1nc(-c2ccc(OCc3ccccc3)cc2)oc1NCc1cccnc1
-0.0395,Cc1cc(C)n(C(C)n2nc(C)cc2C)n1
-0.211,CN=C(Nc1cc(Cl)ccc1Cl)SC1CC(=O)N(c2ccc(C(=O)OC)cc2)C1=O (stereo not given)
0.481,COC1(OC)N=C(N)C2(C#N)C(c3ccccc3)NC(C)=CC12C#N (stereo not given)
-7.66*,CC1CC(C)CN(C(=O)c2ccc3c(c2)N(Cc2ccccc2)CCS3)C1 (stereo not given)
1.11,COc1ccc(-c2nc(CS(=O)CC(=O)NCCCN3CC(C)CC(C)C3)c(C)o2)cc1OC (stereo not given)
-0.461,Cc1ccc(N2CN=C(c3ccccc3)NC2=S)cc1
-0.131,C=C(C)c1cccc(C(C)(C)NC(=O)NCc2ccc(OC)c(OC)c2)c1
-0.922,C=CCn1c(COc2ccccc2-c2ccccc2)nnc1SCC(=O)NC(=O)NCc1ccco1
-2.63,Cn1c(CN2CCN(c3cccc(Cl)c3)CC2)nc2ccccc21
0.0853,Cc1cc(C(=O)c2cccs2)c(N)s1
0.548,CCOC(=O)C1CCN(C(=O)c2cn(CCOC)c(=O)c3c2c2ccccc2n3C)CC1
1.22,CC1(C)Cc2noc(N)c2C(C)(C)N1OC(=O)c1cccs1
-0.299,Cc1[nH]c2ccc(OC(=O)N3CCOCC3)cc2c1C(=O)OC(C)C
0.0544,O=C(C1CCC(CNc2c(N3CCCCC3)c(=O)c2=O)CC1)N1CCCCC1 (stereo not given)
0.42,O=S1(=O)N=C(Nc2nncs2)c2ccccc21
0.464,CCOC(=O)C1CCN(C(=O)Cc2ccc(C)cc2)CC1
0.203,CCC(C)NC(=O)C1CCN(c2nc(OC)nc(OC)n2)CC1 (stereo not given)
0.23,CC(C)CN(C(=O)COC(=O)CCN1C(=O)c2ccccc2C1=O)C1CCS(=O)(=O)C1 (stereo not given)
1.21,Cc1nnc(SCC(=O)Nc2ccc(N3CCOCC3)cc2)n1-c1ccccc1
-1.35,CCOC(=O)C1=C(c2ccccc2)OC(N)=C(C#N)C1c1ccco1 (stereo not given)
0.159,Cc1ccc(-n2nnc3c(=O)n(CC(=O)N4CCOCC4)cnc32)cc1
-0.913,O=C1CC(C(F)(F)C(F)(F)C(F)(F)C(F)(F)F)=Nc2ccccc2N1
-0.196,Cc1ccc(C(=O)CSC2=NC(N)=C(C#N)C3(CCCCC3)C2C(N)=O)cc1 (stereo not given)
0.557,CC(C)C(NC(=O)C(c1ccccc1)c1ccccc1)c1nc2ccccc2[nH]1 (stereo not given)

15 structures out of the list, arranged by molecular weight, rising:
Cav32 inh,SMILES
0.0853,Cc1cc(C(=O)c2cccs2)c(N)s1
0.42,O=S1(=O)N=C(Nc2nncs2)c2ccccc21
1.22,CC1(C)Cc2noc(N)c2C(C)(C)N1OC(=O)c1cccs1
0.203,CCC(C)NC(=O)C1CCN(c2nc(OC)nc(OC)n2)CC1 (stereo not given)
-1.35,CCOC(=O)C1=C(c2ccccc2)OC(N)=C(C#N)C1c1ccco1 (stereo not given)
-2.63,Cn1c(CN2CCN(c3cccc(Cl)c3)CC2)nc2ccccc21
-0.299,Cc1[nH]c2ccc(OC(=O)N3CCOCC3)cc2c1C(=O)OC(C)C
0.159,Cc1ccc(-n2nnc3c(=O)n(CC(=O)N4CCOCC4)cnc32)cc1
-0.131,C=C(C)c1cccc(C(C)(C)NC(=O)NCc2ccc(OC)c(OC)c2)c1
0.557,CC(C)C(NC(=O)C(c1ccccc1)c1ccccc1)c1nc2ccccc2[nH]1 (stereo not given)
0.0544,O=C(C1CCC(CNc2c(N3CCCCC3)c(=O)c2=O)CC1)N1CCCCC1 (stereo not given)
-0.196,Cc1ccc(C(=O)CSC2=NC(N)=C(C#N)C3(CCCCC3)C2C(N)=O)cc1 (stereo not given)
1.21,Cc1nnc(SCC(=O)Nc2ccc(N3CCOCC3)cc2)n1-c1ccccc1
0.548,CCOC(=O)C1CCN(C(=O)c2cn(CCOC)c(=O)c3c2c2ccccc2n3C)CC1
0.23,CC(C)CN(C(=O)COC(=O)CCN1C(=O)c2ccccc2C1=O)C1CCS(=O)(=O)C1 (stereo not given)

(more compounds)
Cav32 inh,SMILES
1.62,CCOC(=O)c1cnc(SCC(=O)Nc2cc(OC)cc(OC)c2)nc1N
1.69,O=C(Nc1nc2ccc(F)cc2s1)C1CCCO1 (stereo not given)
-1.46,CCC(=O)N1CCc2cc(OC)c(OC)cc2C1COc1ccc(C(=O)OC)cc1 (stereo not given)
1.2,CCC(=O)N1CCc2cc(S(=O)(=O)CCC(=O)N3CCc4ccccc4C3)ccc21
0.248,COc1ccc(S(=O)(=O)NC(CC(=O)NCc2ccc3c(c2)OCO3)c2ccco2)cc1 (stereo not given)
-0.856,CCc1c(O)nc(SCC(=O)Nc2ccccc2OC)[nH]c1=O
-0.00814,COc1cccc(-c2nc(-c3ccc(NC(=O)Cc4ccccc4OC)cc3)no2)c1
0.482,Cn1c(=O)c2c(nc(CN3CCN(C(=O)c4ccco4)CC3)n2Cc2ccc(F)cc2)n(C)c1=O
0.855,Cc1cc2oc(=O)c3c(c2cc1OCc1nn[nH]n1)CCCC3
-0.0256,Cc1ccc(C(=O)OCCc2c(C)[nH]n(-c3ccccc3)c2=O)cc1
0.683,C=CCN1C(=O)CN=C1Nc1cc(C)ccc1C
-1.79,Cc1ccc(NC(=O)CN2CCc3ccccc3C2)cc1
0.258,CN1CCN(S(=O)(=O)c2cccc(C(=O)NC3CCCc4ccccc43)c2)CC1 (stereo not given)
-1.53,CCn1c(SCC(=O)NC2CCCCC2)nnc1-c1cc2cccc(OC)c2o1
-0.0469,C=C(c1cccc2ccccc12)P(=O)(O)O
-0.774,Clc1ccc2c(c1)C(N1CCNCC1)Cc1ccccc1S2 (stereo not given)
1.02,COc1ccc(OC)c(C(=O)N2CCC(C(=O)c3ccc(F)cc3)CC2)c1
-3.36,O=C(c1sc2ccccc2c1Cl)N(Cc1ccco1)C1CCS(=O)(=O)C1 (stereo not given)
0.786,Cc1ccc(C(=O)N2CCN(c3ncnc4c3cnn4-c3ccccc3)CC2)cc1
0.674,N#CC(C(=O)NCCc1ccccc1)c1nc2ccccc2nc1N1CCOCC1 (stereo not given)
2.29,COC(=O)/C=C1/N/C(=N\c2nc(C)cc(C)n2)N(c2ccc(C)c(C)c2)C1=O
-0.0507,Cc1ccc2oc(=O)c3cnn(CC(=O)N4CCc5ccccc5C4)c3c2c1
-0.641,O=C(Nc1c(F)cc(F)cc1Br)c1cc(-c2ccc(O)cc2)on1
0.915,O=C(c1cnc2n(c1=O)CCS2)N1CCN(c2ccccc2Cl)CC1
0.317,Cc1c(C(C)O)nnn1-c1nonc1N (stereo not given)
-0.331,COc1cc(OC)c(OC)cc1CNC1CCCCCC1
-0.0239,CCOc1ccc2nc(NCCCO)[nH]c2c1
0.438,Cc1nnc(N(Cc2ccccc2)C(=O)c2cnccn2)s1
0.906,NC(=O)[C@H]1CC2(CC(c3cccc(NC(=O)[C@H]4CCC(=O)N4)c3)=NO2)CN1C(=O)CC(c1ccccc1)c1ccccc1 (stereo not given in full)
-2.75,CCOC(=O)c1cnc(-n2cc(C)cn2)nc1Nc1ccccc1OC
-3.83,Cc1nc(N2CCN(c3ccccc3)CC2)[nH]c(=O)c1Cc1ccccc1
0.455,Cc1cccc(CC(=O)Nc2cc(C)c3c(=O)oc4ccccc4c3n2)c1
1.6,CCCCC1=CC2=CC(=O)C(C)(OC(=O)CC)C(=O)C2=CN1Cc1ccco1 (stereo not given)
-2.55,Cn1cccc1Cc1nnc(SCC(=O)NCCc2ccccc2)n1-c1ccc(F)cc1
0.134,CCCCNC(=O)C1CC(=O)N(c2ccc(OC)cc2)C1c1ccc(OC)cc1 (stereo not given)
0.218,NC(=O)CCN(Cc1ccccc1)S(=O)(=O)c1ccccc1
0.259,Cc1c(C(=O)NCCc2ccccc2)oc2ccc(S(=O)(=O)N3CCOCC3)cc12
